L major viab: inhibitors of Leishmania major promastigote growth. Leishmania major promastigotes, resazurin fluorescence viability. 9% of 200,000 active. AID 1063. inhibition, % at 10 µM; in the data active = inhibition above about 50%;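 note: promastigotes grown with compound for 44 hours at 28 °C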
TNAP inh noacc: inhibitors of human TNAP without phosphate acceptor. P05186. purified TNAP, CDP-star luminescence, 30 min. inhibition, % at 20 µM. 0.26% of 200,000 active;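 active = tissue-nonspecific alkaline phosphatase inhibition above about 50% at 20 µM in the single-dose screen, limit read from the data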;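 note: 0% = DMSO negative control and 100% = EDTA positive control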
Target sequence (P05186 whole entry, looked up): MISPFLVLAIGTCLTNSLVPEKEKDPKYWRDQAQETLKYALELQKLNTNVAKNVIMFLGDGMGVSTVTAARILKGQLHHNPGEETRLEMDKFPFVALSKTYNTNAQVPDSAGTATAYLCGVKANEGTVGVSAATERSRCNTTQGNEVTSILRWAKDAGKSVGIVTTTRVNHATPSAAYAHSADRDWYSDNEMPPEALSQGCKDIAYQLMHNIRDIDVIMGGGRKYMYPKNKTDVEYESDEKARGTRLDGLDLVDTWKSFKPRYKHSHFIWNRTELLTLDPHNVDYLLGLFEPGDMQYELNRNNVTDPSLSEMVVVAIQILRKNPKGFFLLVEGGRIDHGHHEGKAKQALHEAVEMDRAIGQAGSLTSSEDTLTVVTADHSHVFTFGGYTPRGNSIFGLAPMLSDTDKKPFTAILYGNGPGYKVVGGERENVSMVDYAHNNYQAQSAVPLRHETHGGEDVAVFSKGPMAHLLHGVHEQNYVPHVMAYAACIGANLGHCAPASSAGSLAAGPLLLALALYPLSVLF
RAM network inh: yeast RAM network inhibition; inhibition, % at 50 µM; 1.8% of 190,000 active; S. cerevisiae dse1pr::URA3 reporter, 5-FOA growth OD615, 2 d; analog-sensitive cbk1-as2 kinase mutant strain; AID 868;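 active = inhibition above a set limit, 3 SD over mean compound inhibition, cut at about 8.4% in these data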;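 note: 0% = DMSO-only wells with no growth and 100% = 10 µM 1-NA-PP1 full growth; inhibition rescues growth on 5-FOA so higher OD means more RAM inhibition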
bIAP inh: blocks bovine intestinal alkaline phosphatase activity. 190,000 tested, under 10 active. purified bovine IAP, CDP-star luminescence, 30 min. inhibition, % at 20 µM;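 active = over 50% inhibition of intestinal alkaline phosphatase at 20 µM in the single-dose screen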
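System: purified bovine intestinal alkaline phosphatase (IAP) enzyme; Input: IAP diluted 1/65,000,000 in the well; Measured by: CDP-star luminescence signal; Compound dosing: 20 µM single dose; Incubation: 30 min reaction at room temperature.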
FLuc act counter: firefly luciferase counter-screen for stimulation assays; AID 1027; ATPlite luciferase biochemical, luminescence, 10 min; 0 = ATP-free wells, 1 = DMSO control; activation factor at 10 µM; P08659; 200,000 tested, under 10 active;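 active = luciferase activation factor, scaled between plate controls, of at least 2 with compound at 10 µM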
Target sequence (P08659 whole entry, looked up): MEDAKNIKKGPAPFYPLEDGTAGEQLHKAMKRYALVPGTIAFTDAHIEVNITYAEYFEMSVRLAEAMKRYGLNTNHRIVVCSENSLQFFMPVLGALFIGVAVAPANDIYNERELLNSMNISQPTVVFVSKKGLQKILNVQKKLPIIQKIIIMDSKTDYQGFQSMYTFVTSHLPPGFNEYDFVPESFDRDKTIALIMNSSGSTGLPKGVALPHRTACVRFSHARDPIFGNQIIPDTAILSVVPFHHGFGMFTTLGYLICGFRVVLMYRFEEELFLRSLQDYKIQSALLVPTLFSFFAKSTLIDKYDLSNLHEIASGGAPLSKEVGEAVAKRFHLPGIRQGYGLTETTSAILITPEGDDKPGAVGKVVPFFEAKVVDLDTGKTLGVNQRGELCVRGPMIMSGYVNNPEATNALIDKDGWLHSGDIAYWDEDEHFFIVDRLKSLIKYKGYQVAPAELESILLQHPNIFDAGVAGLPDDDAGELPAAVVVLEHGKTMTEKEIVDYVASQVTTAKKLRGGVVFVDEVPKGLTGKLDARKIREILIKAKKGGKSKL
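System: Luciferase/luciferin detection reagent, cell-free biochemical luciferase assay | Medium: PBS buffer for ATP | Dosing: Test compounds dosed from 2 mM stocks in 100% DMSO | Timing: 10 min at ambient temperature | Signal: Luminescence measurement of luciferase light output | Evaluation: Luciferase activation, seen as luminescence increase over controls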
TNAP act hi DEA: TNAP (human) activation, high acceptor; 200,000 tested, under 10 active; AID 1136; activation factor at 20 µM; purified TNAP, CDP-star luminescence, 1 M DEA, 30 min; active compounds read high; 0 = EDTA background, 1 = DMSO-only activity; P05186;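 active = activation factor at least 2 at 20 µM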
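Test system – human TNAP · Doses – 20 µM single point · Incubation – 30 min, room temperature · Signal – luminescent substrate turnover signal · Read-out basis – activation factor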
FLuc inh counter: inhibits firefly luciferase, flagging false hits in luciferase inhibition screens. P08659. ATPLite firefly luciferase biochemical luminescence, 10 min. inhibition, % at 10 µM. 1.5% of 200,000 active. AID 1006;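 active = inhibition above about 50% when tested at 10 µM, limit read from the data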
APP transl inh: APP translation inhibition; SH-SY5Y APP 5'UTR-luciferase reporter, luminescence; inhibition, % at 2 µM; 0.82% of 190,000 active; AID 1285;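 active = inhibition above a set limit, derived from the sample mean plus 3 SD, cut at about 45% in these data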; note: values of inactives mirror those of a sister screen read the other way
bIAP activator: intestinal alkaline phosphatase (bovine) activation; purified bovine IAP, CDP-star luminescence, 30 min; active compounds read high; fold of DMSO-control signal, blank-subtracted; activation factor at 20 µM; 0.17% of 200,000 active;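 active = activation factor of 2 or more at 20 µM, a signal rise over negative controls twice the positive control's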
TNAP inh hi DEA: inhibitors of human TNAP at high phosphate acceptor concentration; 0.03% of 200,000 active; purified TNAP, CDP-star luminescence, 1 M DEA; inhibition, % at 20 µM;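 active = over 50% inhibition of tissue-nonspecific alkaline phosphatase at 20 µM in the single-dose screen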;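 note: plate controls were DMSO wells for no effect and EDTA-quenched wells as full inhibition for full effect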
* = called active by the depositor; x = no result given.

SMILES	L major viab	TNAP inh noacc	RAM network inh	bIAP inh	FLuc act counter	TNAP act hi DEA	FLuc inh counter	APP transl inh	bIAP activator	TNAP inh hi DEA
CC1(C)CC(=O)C(C(=O)C2CCN(S(=O)(=O)c3ccccc3)CC2)C(=O)C1	-5.2	-2.9	0.5	-5.2	1	1	-2.6	1.0	1.1	1.0
O=C(CSc1nnc(-c2ccccc2)n1Cc1ccccc1)NNC(=O)c1ccccc1O	-7.2	-147.1	4.1	7.0	1	1	-4.3	0.4	0.9	2.6
O=C(/C=C/c1ccc([N+](=O)[O-])cc1)N1CCN(c2ccccc2F)CC1	-7.8	1.1	6.4	-38.2	1.1	1	-7.1	-8.2	1.4	-2.4
CC(C)CCNC(=O)NC(=O)CN1C(=O)NC2(CCCCC2)C1=O	0.8	-7.8	0.5	-2.2	1	1	-3.0	2.4	1	-2.5
O=C(CN1CCCC1)N1CCCc2ccccc21	-5.9	-10.2	0.5	-6.4	1.1	1	-5.1	-5.5	1.1	-3.8
[O-]/[N+](=C\c1ccc(OC(F)F)cc1)c1ccccc1	-5.1	-15.5	1.0	5.4	0.8	1	21.0	-5.3	0.9	-4.3
Cc1ccccc1NS(=O)(=O)c1cc(C(=O)N2CCCC2)ccc1C	-1.4	-8.0	0.1	7.8	1.1	1	-5.4	-8.8	0.9	-1.6
Cc1ccc(NC(=O)CN2C(=S)NC(C)(C)CC2C)cc1Cl (stereo not given)	9.2	-26.4	2.0	16.2	1	1	-4.0	-10.5	0.8	-1.1
Cc1c(NC2(c3nnnn3-c3ccc(Br)cc3)CCCCC2)c(=O)n(-c2ccccc2)n1C	1.7	-8.7	0.3	-12.4	1	1	-3.8	-1.6	1.1	-2.3
O=C(C(=O)N1CCCc2ccccc21)N1CCCc2ccccc21	44.5	-11.3	0.4	-28.4	1	1	1.7	-1.6	1.3	-0.1
COCCN(C(=O)CCCC(=O)Nc1ccccn1)C(C(=O)NC1CCCC1)c1ccc(C)cc1 (stereo not given)	-2.2	-17.9	0.9	-10.5	1.1	1.1	-7.4	8.9	1.1	-7.0
CC(C)[C@H](NC(=O)c1ccco1)C(=O)OCC(=O)Nc1ccccc1OC(F)F	-3.0	-6.2	0.4	9.9	1	1	1.3	12.3	0.9	0.8
Cn1cnnc1SCC(=O)Nc1ccccc1C(=O)NC1CCCC1	-0.2	-11.3	0.7	32.3	1.1	1.1	-7.7	0.8	0.7	-5.0
CC(C)(C)Cc1nc(-c2ccccn2)no1	-6.7	-8.0	0.7	10.3	1	1	4.7	-36.2	0.9	3.4
CCOC(=O)c1sc2nc(C)n(CC(=O)NCC3CCCO3)c(=O)c2c1C (stereo not given)	8.0	-5.5	2.0	4.6	1	1	-4.8	7.2	1	-2.1
CCOc1cc(/C=N\NC(=O)Cn2nnc3ccccc32)ccc1O	13.3	-10.3	1.3	-5.7	1	1	-1.4	12.7	1.1	-4.0
COc1ccc2c(c1)CCc1c-2n[nH]c1C(=O)O	12.9	86.1*	0.9	x	0.8	1	19.4	0.9	0.5	-3.0
CCOC(=O)CSc1cn2c(n1)CCC2	-6.7	-9.5	0.7	10.7	1.1	1	-5.0	3.1	0.9	1.0
c1ccc(CNc2nc(N3CCOCC3)nc(N3CCOCC3)n2)cc1	2.3	-7.9	0.6	10.1	1	1	-0.9	-21.7	0.9	-0.1
Cn1c(=O)n(C)c2cc(S(=O)(=O)NCc3ccco3)ccc21	12.8	-3.6	4.4	2.8	1.1	1.1	-5.8	-26.9	1	-8.5
CCC(=O)N1CCc2cc(S(=O)(=O)CCC(=O)Nc3cccc(C)n3)ccc21	55.7*	2.0	1.4	26.0	1	1	-4.9	-4.8	0.7	4.2
N=C1/C(=C\c2ccc(SCc3ccccc3)o2)C(=O)N=C2SC=NN12	19.9	-3.0	3.5	10.6	0.8	0.9	15.3	13.8	0.9	5.4
CCOC(=O)CN(c1ccccn1)S(=O)(=O)c1ccc(OC)cc1	-3.4	-11.3	2.1	7.6	1	1	-1.5	-7.0	0.9	-3.1
CCC(CC)C1C(C#N)=C(N)Oc2n[nH]c(-c3ccccc3)c21 (stereo not given)	31.8	-2.0	3.0	4.2	1	1	-1.1	x	1	-4.0
O=C(Cn1cnc([N+](=O)[O-])n1)N/N=C/c1cccc2ccccc12	90.7*	0.0	0.5	6.0	1.1	1	-6.7	1.6	0.9	-3.1
CC(C)N1CC(C(=O)O)CC1=O (stereo not given)	-1.4	-13.3	4.1	16.3	1.1	1	-6.0	-1.1	0.8	0.0
CC(=O)Oc1ccccc1C1C[C@]2(C)CC(=O)NC2N1C(C)=O (stereo not given in full)	-2.4	-6.5	0.9	-10.3	1	1.1	0.7	11.5	1.1	-6.0
OCCNc1c2ccccc2nc2c(F)c(F)c(F)c(F)c12	10.3	-11.1	0.7	12.0	1	1	-3.0	87.3*	0.9	1.5
CCOC(=O)c1[nH]c(C)c(C(=O)N2CCc3ccccc32)c1C	-0.7	-8.5	0.1	-5.1	1.1	1	-6.1	96.1*	1.1	-3.6
Nc1nc(NCc2ccccc2)nc(NCc2ccccc2)c1[N+](=O)[O-]	18.1	-3.4	2.4	-0.9	1	1	-3.2	-1.0	1	1.2
O=C(CCS(=O)(=O)c1ccc(Br)cc1)Nc1ccc(Br)cc1F	-4.6	-9.7	2.6	x	1.1	1.1	-6.7	6.3	0.2	-5.4
Cc1cccc(NC(=O)c2sccc2-n2cccc2)c1C	6.7	-9.8	-0.3	25.8	1.1	1	-5.1	5.6	0.7	-4.8
COc1cccc(NCCC(=O)c2cccc([N+](=O)[O-])c2)c1	85.0*	3.4	4.9	6.9	0.9	1	5.9	-43.1	0.9	-0.3
CC1(C)Cc2nc3sc(C(=O)O)c(N)c3cc2CS1	2.3	-11.9	4.4	3.8	1	1	0.1	9.8	1	-0.7
CCC(CC)C(=O)Nc1ccc(C)cc1O	-3.6	-7.4	0.3	-3.4	1	1	-0.4	4.4	1	-4.5
O=C(OCc1ccc2c(c1)OCO2)c1cccc(S(=O)(=O)N2CCCCC2)c1	55.5*	-3.5	8.6*	18.6	1	1	-4.3	2.5	0.8	1.4
O=C(COc1ccc(S(=O)(=O)N2CCCC2)cc1Cl)NC1CC1	-0.6	-9.3	5.0	3.1	1.1	1.1	-6.6	0.0	1	-6.9
c1ccn2c(Cc3nnc4ccccn34)nnc2c1	-3.4	-13.2	1.6	-7.5	1.1	1	-7.0	-15.6	1.1	-2.3
Cc1cc(C(=O)N/N=C/c2cccs2)n[nH]1	2.5	-10.5	-0.2	-21.7	0.8	1	21.4	-64.7	1.2	-4.1
Cc1nc(N)sc1N=Nc1ccc(F)cc1	27.3	7.7	-1.3	13.3	0.9	0.9	9.3	-60.3	0.9	12.0

Five entries from above, bar-delimited.
structure | L major viab | TNAP inh noacc | RAM network inh | bIAP inh | FLuc act counter | TNAP act hi DEA | FLuc inh counter | APP transl inh | bIAP activator | TNAP inh hi DEA
[O-]/[N+](=C\c1ccc(OC(F)F)cc1)c1ccccc1 | -5.1 | -15.5 | 1.0 | 5.4 | 0.8 | 1 | 21.0 | -5.3 | 0.9 | -4.3
CCC(CC)C(=O)Nc1ccc(C)cc1O | -3.6 | -7.4 | 0.3 | -3.4 | 1 | 1 | -0.4 | 4.4 | 1 | -4.5
Nc1nc(NCc2ccccc2)nc(NCc2ccccc2)c1[N+](=O)[O-] | 18.1 | -3.4 | 2.4 | -0.9 | 1 | 1 | -3.2 | -1.0 | 1 | 1.2
c1ccn2c(Cc3nnc4ccccn34)nnc2c1 | -3.4 | -13.2 | 1.6 | -7.5 | 1.1 | 1 | -7.0 | -15.6 | 1.1 | -2.3
CCOC(=O)CSc1cn2c(n1)CCC2 | -6.7 | -9.5 | 0.7 | 10.7 | 1.1 | 1 | -5.0 | 3.1 | 0.9 | 1.0

Going on with the list.
SMILES	L major viab	TNAP inh noacc	RAM network inh	bIAP inh	FLuc act counter	TNAP act hi DEA	FLuc inh counter	APP transl inh	bIAP activator	TNAP inh hi DEA
O=S(=O)(NC1CCN(Cc2ccccc2)CC1)c1cccc(S(=O)(=O)N2CCOCC2)c1	0.8	1.5	0.9	-5.2	1	1	-0.9	-17.9	1.1	-2.3
CCc1ccc(NC(=O)COC(=O)CN2C(=O)COc3ccccc32)cc1	-3.5	3.4	1.7	10.4	1	1.1	-1.4	-5.2	0.9	-6.0
CCS(=O)(=O)N1CCC(NC(=O)c2ccco2)CC1	1.5	-8.4	1.3	2.2	1.1	1.1	-5.1	-4.3	1	-5.6
Cc1ccnc(NC(NC(=O)C(C)C)(C(F)(F)F)C(F)(F)F)c1	-6.5	-2.5	0.8	7.8	1	1	-1.1	-2.9	0.9	2.1
CC(=O)NC(Cc1cc(C)ccc1C)C(=O)N1CCN(C(=O)c2ccccc2Br)CC1 (stereo not given)	-5.2	-9.6	0.9	-4.3	1.1	1.1	-7.7	-13.7	1	-6.6
Cc1ccc(NC(=S)N(CCN2CCOCC2)Cc2ccccc2F)cc1	3.7	-6.8	-0.5	-5.0	1	1	-4.4	8.3	1.1	-1.3
Cc1cc(C)nc(NS(=O)(=O)c2ccc(Br)cc2)n1	-3.8	-4.1	0.5	7.1	1.1	1.1	-5.5	6.6	0.9	-5.3
CC(=O)NNc1nc(-c2ccccc2)c2cc(Br)ccc2n1	-2.4	-70.4	0.7	-3.8	1	0.9	-1.5	10.7	1	6.9
O=[N+]([O-])c1ccc(-n2cccc2/C=N/Nc2nc(N3CCCCC3)nc(N3CCCCC3)n2)cc1	2.9	-0.7	4.7	-14.9	1	1	-2.8	7.1	1.1	0.4
O=S(=O)(Cc1cc(NCc2ccccc2)nc(-c2ccncc2)n1)c1ccccc1	-14.1	-4.8	2.7	-0.8	1	1	-4.7	-3.4	1	-4.5
Cc1ccc(NC(=S)N(Cc2cccc(Br)c2)CC2CCC(C(=O)O)CC2)cc1Cl (stereo not given)	0.3	-7.6	3.4	3.8	1.1	1	-6.9	-15.6	1	-3.4
CC(=O)Cc1nsc(NC(=O)c2ccc(Br)o2)n1	-3.3	-11.0	2.4	6.5	1	1.1	0.5	-22.5	0.9	-6.8
CC1=C(C(=O)Nc2cc(-c3cccc(F)c3)[nH]n2)C2(CCCCC2)OC1=O	100.1*	-5.4	2.3	-7.0	1	1	-3.9	-9.8	1.1	2.9
COC(=O)CC(c1ccc(C#N)cc1)n1c(C)ccc1C (stereo not given)	-2.8	-7.0	3.1	10.0	1.1	1.1	-6.0	-13.5	0.9	-6.2
COCCN1C(=O)/C(=C/c2ccc(Oc3ccc([N+](=O)[O-])cn3)c(OC)c2)SC1=Nc1ccccc1	100.3*	-0.7	7.7	9.4	1	1	-4.7	17.9	0.9	2.3
O=C(CNc1cccc2ccccc12)N/N=C/C(Br)=C/c1ccccc1	-1.6	-7.1	0.4	7.4	1.1	1	-6.6	7.3	0.9	-0.8
CN1C(=O)N(C)C2(c3ccccc3)Nn3c(s/c(=C/c4ccccc4F)c3=O)=NC12c1ccccc1 (stereo not given)	-4.8	-6.6	2.3	14.9	1	1	-4.4	-16.1	0.9	-3.9
O=C(O/N=C1\CCCc2ccccc21)c1cccs1	-5.1	-6.8	1.2	-13.0	0.1	1	91.4*	-4.8	1.1	-3.2

Compounds as they come; overall some 13% were active at least once.
